Bioassay records from PubChem.
CHX counter: counter-screen for Shiga toxin inhibitors: cycloheximide protein synthesis inhibition. 300,000 tested, 12% active. AID 2314. max response, %. cell reporter, cycloheximide protein synthesis inhibition counterscreen; in the data active means max response mostly above about 13%, no sharp cut-off; inactive means mostly below about 14%; further: read at 38.3 µM for the half of the compounds with a filed dose; 0% is about no effect
Giardia FBPA inh: Giardia lamblia aldolase inhibition; A8B2U2; purified Giardia FBPA; AID 2451; Potency, µM (series often up to 59.6 µM), for the others: top-dose activity, negative = inhibition, hits mostly inhibitors; 290,000 tested, 0.71% active; further: potency means the concentration at half of the fitted maximal effect; on the % scale 0 is the no-effect control and ±100 the full control effect; nearly all actives have a fitted effect of over 55% in size
Target sequence (A8B2U2 whole entry, looked up): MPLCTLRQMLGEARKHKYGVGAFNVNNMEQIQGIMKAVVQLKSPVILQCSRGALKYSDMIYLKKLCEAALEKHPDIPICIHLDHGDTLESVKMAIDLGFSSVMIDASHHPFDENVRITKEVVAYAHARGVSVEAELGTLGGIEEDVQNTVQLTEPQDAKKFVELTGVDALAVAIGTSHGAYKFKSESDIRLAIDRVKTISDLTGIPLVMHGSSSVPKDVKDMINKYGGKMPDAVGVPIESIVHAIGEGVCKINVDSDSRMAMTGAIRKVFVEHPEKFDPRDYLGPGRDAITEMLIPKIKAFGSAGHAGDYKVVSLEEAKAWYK
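40 nM FBPA preincubated 10 min at RT with compound (up to 57.5 uM final), then substrate plus GAPDH/TPI/NAD/arsenate coupling and diaphorase/resazurin added. Fluorescence read after 20 min at RT, 525/598 nm.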
Shiga toxin inh: inhibitors of Shiga toxin in Vero cells; AID 2315; 290,000 tested, 9.2% active; inhibition, % at 38.7 µM; Vero cells, Shiga toxin protein synthesis inhibition reporter; in the data active means inhibition mostly above about 28%, no sharp cut-off; inactive means mostly below about 43%; further: 0% is about no effect
AMA1-RON2 inh: AMA1-RON2 (P. falciparum) interaction inhibition. AlphaScreen AMA1-biotinylated RON2 peptide binding. Potency, µM (titrated, usually from 58.2 µM), without a hit: top-dose activity change, negative = inhibition, actives largely listed as inhibitors. 360,000 tested, 0.2% active. AID 720542;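 further: potency means the concentration at half of the fitted maximal effect; 0% = vehicle wells and -100% = peptide control; nearly all actives have a fitted effect of over 45% in size; some results filed as inactive show a strong effect at the top dose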
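AMA1 (3D7) with his tag at 25 nM final met compounds first, then biotinylated RON2 peptide at 25 nM; detection used donor plus acceptor beads, 10 µg/mL apiece, read by AlphaScreen after 30 min at room temperature.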
AmpC detergent: inhibitors of E. coli AmpC beta-lactamase with detergent | Potency, µM (series often up to 114 µM), for inactives: top-dose activity change, negative = inhibition, most hits filed as inhibitors | 370,000 tested, 0.041% active | AmpC hydrolysis of nitrocefin, absorbance 480 nm, 0.01% Triton | P00811;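 further: potency means the concentration at half of the fitted maximal effect; 0% = no-compound wells and -100% = no-enzyme wells; nearly all actives have a fitted effect of over 25% in size; some results filed as inactive show a strong effect at the top dose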
Target sequence (P00811 whole entry, looked up): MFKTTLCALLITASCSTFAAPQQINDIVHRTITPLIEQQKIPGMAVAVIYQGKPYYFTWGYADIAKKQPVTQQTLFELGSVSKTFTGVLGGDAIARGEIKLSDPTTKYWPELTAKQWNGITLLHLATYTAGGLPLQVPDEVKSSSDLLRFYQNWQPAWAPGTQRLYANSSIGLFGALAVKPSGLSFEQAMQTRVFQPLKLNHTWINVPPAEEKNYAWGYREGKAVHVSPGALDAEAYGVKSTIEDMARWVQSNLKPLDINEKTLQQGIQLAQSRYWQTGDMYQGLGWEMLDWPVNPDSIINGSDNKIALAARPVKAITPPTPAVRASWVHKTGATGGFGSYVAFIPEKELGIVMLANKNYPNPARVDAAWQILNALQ
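AmpC (5.3 nM in the dispensed reagent) in 20 mM phosphate pH 7.0 with 0.01% (detergent screen) or 0.0001% Triton X-100 was preincubated with compounds for 15 min at room temperature. Nitrocefin was then added from an 800 uM solution, and hydrolysis was followed at 480 nm.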
HCMV antiviral: human cytomegalovirus inhibition. HFF cells, HCMV-luciferase reporter, 72 h; hits give low values. activity change, negative = inhibition, % at 57.5 µM. 410,000 tested, 4.5% active; in the data active means activity change below about -60%; inconclusive means no clear call, values can overlap the other calls; inactive means above about -39%; further: on the % scale 0 is the no-effect control and ±100 the full control effect
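Luciferase read-out from HCMV-luciferase-infected HFFs (MOI 1 PFU/cell) 72 h post infection at 37C; compounds added after 16 h cell attachment; activity normalized between buffer-only basal and Salinomycin (10uM) inhibitor controls.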
AmpC no deterg: inhibitors of E. coli AmpC beta-lactamase without detergent; P00811; AmpC nitrocefin hydrolysis, absorbance 480 nm, 0.0001% Triton; Potency, µM (highest dose often 57.1 µM), for the others: at the highest dose activity change, negative = inhibition, most hits filed as inhibitors; 330,000 tested, 0.52% active;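 further: potency means the concentration at half of the fitted maximal effect; plate controls were no compound for no effect and no enzyme for full effect; nearly all actives have a fitted effect of over 20% in size; some results filed as inactive show a strong effect at the top dose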
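AmpC (5.3 nM in the dispensed reagent) in 20 mM phosphate pH 7.0 with 0.01% (detergent screen) or 0.0001% Triton X-100 was preincubated with compounds for 15 min at room temperature. Nitrocefin was then added from an 800 uM solution, and hydrolysis was followed at 480 nm.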
* = called active by the depositor; ? = inconclusive; nt = not tested or not shown; & = joins results of further samples; [ ] = remark or other dose. Unless noted, the call rests on the fitted dose curve; in most records, active means well fitted curve in the direction sought with a large enough effect; inconclusive means small, poorly fitted or top-dose-only effect, or another doubt; inactive means no such curve, though single readings can be large; an effect the other way counts as inactive or inconclusive.

No.	smiles	Giardia FBPA inh	CHX counter	AmpC detergent	AmpC no deterg	Shiga toxin inh	HCMV antiviral	AMA1-RON2 inh
1	O=C(CN1C(=O)CSc2ccc(S(=O)(=O)N3CCOCC3)cc21)NCc1cccnc1	3%	-2	-13%	-8%	-4	6	115%[activator]
2	O=C1COc2ccc(C(=O)COC(=O)CNC(=O)C3CCCCC3)cc2N1	-1%	11	-8%	118%[activator]	-8	-1	-5%
3	CN1C(=O)C2(OCC(COc3ccc(Cl)cc3)O2)c2ccccc21 (stereo not given)	-4%	0	?	0%	-4	?	?
4	O=S(=O)(NCc1ccco1)N1CCCCCC1	2%	0	-12%	-8%	4	-62*	15%
5	Cc1ccc(C(=O)NC2CC3CCC(C2)N3)cc1 (stereo not given)	-6%	-3	0%	-22%	21	?	?
6	O=C(CCC(=O)c1ccc(Cl)cc1)OCn1nnc2ccccc2c1=O	nt	nt	nt	-13%	nt	2	-7%[11.6 µM]
7	CC(=O)NC(CC(=O)OCC(=O)c1c(N)n(CC(C)C)c(=O)n(C)c1=O)c1ccccc1 (stereo not given)	nt	nt	-2%	23%	nt	-18	2%
8	COc1ccc(C2N(C(=O)C(F)(F)F)C(C)CN2S(=O)(=O)c2ccc(C)cc2)cc1 (stereo not given)	nt	-6	3%	5%	-9	-8	-3%
9	CCOC(=O)c1c(C)[nH]c(C)c1C(=O)CSc1nc(N)cc(=O)[nH]1	4%	-6	-5%	-12%	-3	27	-10%
10	Cc1cc(C)cc(N)c1	nt	nt	6%	-20%	nt	6	3%

Some values from the results shown.
For Giardia FBPA inh, #2 shows -1%
For AMA1-RON2 inh, #4 shows 15%
For HCMV antiviral, #8 shows -8

(further entries)
No.	smiles	Giardia FBPA inh	CHX counter	AmpC detergent	AmpC no deterg	Shiga toxin inh	HCMV antiviral	AMA1-RON2 inh
11	COc1ccccc1N1CCN(c2ccc(-c3ccccc3)nn2)CC1	11%	42*	-1%	7%	139*	-96*	-13%
12	O=C(c1cc2sccc2n1Cc1ccccc1)N1CCCc2ccccc21	-12%	41*	-14%	-16%	135*	25	-8%
13	COc1ccccc1CN(Cc1nc2ccccc2c(=O)[nH]1)C(=O)Nc1ccc(C)cc1	-3%	19*	-12%	-22%	40	-28	15%
14	Cc1ccc(S(=O)(=O)N(C)C)cc1NC(=O)COC(=O)/C=C/c1cccs1	nt	nt	?	-19%	nt	-32	25%
15	O=c1c(O)c(-c2ccc(O)c(O)c2)oc2cc(O)ccc12	?	nt	nt	nt	nt	-14	-2%
16	COc1ccccc1N1CCN(S(=O)(=O)CCNC(=O)C23CC4CC(CC(C4)C2)C3)CC1	4%	-2	0%	173%[activator]	9	-13	-4%
17	CS/C(=N\S(=O)(=O)c1cccs1)NC(=O)CSc1nc2ccccc2s1	2%	2	?	-50%	8	44	29%&12%
18	Cc1ccc(C2=NN3C(=O)c4ccccc4C3C2)cc1 (stereo not given)	-2%	55*	6%	-12%	57*	55	-11%
19	COc1cc2c(cc1OC)-c1c(OC)c(OC)c(OC)c3ccnc(c13)C2=O	?	-4	-3%	1%	-3	nt	-2%
20	Cc1c(NC(=O)c2c(F)cccc2F)c(=O)n(-c2ccccc2)n1C	3%	-5	-11%	-17%	-3	0	-6%
21	O=C(O)c1cc(O)ccc1NC(=O)C1CCCO1 (stereo not given)	-5%	-3	?	-16%	-5	45	10%
22	Cc1cc(C)cc(NC(=O)COC(=O)COc2ccc(N(C)S(=O)(=O)c3cccs3)cc2)c1	nt	nt	nt	-29%	nt	-10	-5%
23	CCOC(=O)N1CCC(Nc2c(NCCN3CCN(c4cccc(Cl)c4)CC3)c(=O)c2=O)CC1	-2%	-7	?	-10%	-13	?	0%
24	C=C(C)COc1ccc(-c2n[nH]c(C)c2-c2ccccc2OC)c(O)c1	-15%	-5	?	-20%	2	-12	91%[activator]
25	COc1ccc([N+](=O)[O-])cc1/C=N/NC(=O)Cc1ccccc1	-2%	6	-5%	-32%	-20	?	86%[activator]
26	COc1ccccc1CNC(=O)c1ccc(S(=O)(=O)N2CCCC2)cc1	2%	-1	1%	2%	-14	0	3%
27	COc1ccc(C(=O)OCC(=O)c2cc(OC)ccc2OC)c(OC)c1	-9%	12	?	62%[activator]	21	51	2%
28	COc1ccc(N(CC(=O)N2CCOCC2)S(C)(=O)=O)cc1	4%	1	?	0%	-5	-10	-9%
29	CCCCCCCC(=O)Nc1ccc(C(=O)N/N=C/c2cccc([N+](=O)[O-])c2)cc1	7%	-3	-2%	-14%	25	-69*	0%
30	CC(=O)OCc1c(C(F)(F)F)nn(C)c1Sc1ccccc1	1%	-5	-2%	-22%	-11	-9	10%

Quoted at random: two records from the list, in no set order.
No.	smiles	Giardia FBPA inh	CHX counter	AmpC detergent	AmpC no deterg	Shiga toxin inh	HCMV antiviral	AMA1-RON2 inh
1	O=C(CN1C(=O)CSc2ccc(S(=O)(=O)N3CCOCC3)cc21)NCc1cccnc1	3%	-2	-13%	-8%	-4	6	115%[activator]
16	COc1ccccc1N1CCN(S(=O)(=O)CCNC(=O)C23CC4CC(CC(C4)C2)C3)CC1	4%	-2	0%	173%[activator]	9	-13	-4%

An excerpt from above in order of formula weight, falling:
No.	smiles	Giardia FBPA inh	CHX counter	AmpC detergent	AmpC no deterg	Shiga toxin inh	HCMV antiviral	AMA1-RON2 inh
22	Cc1cc(C)cc(NC(=O)COC(=O)COc2ccc(N(C)S(=O)(=O)c3cccs3)cc2)c1	nt	nt	nt	-29%	nt	-10	-5%
27	COc1ccc(C(=O)OCC(=O)c2cc(OC)ccc2OC)c(OC)c1	-9%	12	?	62%[activator]	21	51	2%
24	C=C(C)COc1ccc(-c2n[nH]c(C)c2-c2ccccc2OC)c(O)c1	-15%	-5	?	-20%	2	-12	91%[activator]
21	O=C(O)c1cc(O)ccc1NC(=O)C1CCCO1 (stereo not given)	-5%	-3	?	-16%	-5	45	10%

(further entries)
No.	smiles	Giardia FBPA inh	CHX counter	AmpC detergent	AmpC no deterg	Shiga toxin inh	HCMV antiviral	AMA1-RON2 inh
31	CCC(CC)C(=O)Nc1c2c(nn1-c1ccc(OC)cc1)CS(=O)(=O)C2	6%	-1	-8%	-4%	4	1	-2%
32	Cc1ccc(CSC2=Nc3sccc3C3=NC(=O)CN23)cc1	6%	-3	-2%	-27%	24	-8	8%
33	O=C(Nc1ccccc1)N1CC2CC(C1)c1cccc(=O)n1C2 (stereo not given)	4%	8	-7%	-1%[2.29 µM]	-8	3	-2%
34	CCc1nc(OCC(=O)c2ccccc2)c(C#N)c2c1COC(C)(C)C2	5%	1	-4%	-4%	-10	-38	-11%
35	O=C(C1CCC(CNc2c(N3CCCCC3)c(=O)c2=O)CC1)N1CCCC1 (stereo not given)	6%	1	6%	-4%	-9	-14	0%
36	CCOc1ccccc1-n1c(SCC(=O)Nc2ccc(CC)cc2)nc2n[nH]c(C)c2c1=N	5%	-4	-5%	-36%	-9	nt	12%
37	C/C(=C/CCC(C)[C@H]1CC[C@@]2(C)C3=C(CC[C@]12C)[C@@]1(C)CCC(=O)C(C)(C)[C@@H]1CC3)C(=O)O (stereo not given in full)	19%	1	-5%	-5%	-12	1	-16%
38	COc1ccc(-c2cc3nc(-c4ccccc4)cc(N4CCCC(O)C4)n3n2)cc1 (stereo not given)	-6%	2	0%	9%	-11	-30	56%[activator]
39	Cc1ccc(CNC(=O)C2CCCN(Cc3cnn(-c4ccccc4)c3-n3cccc3)C2)cc1 (stereo not given)	11%	3	?	26%	-8	-18	1%
40	CC1(C)CCC[C@@](C)([C@H]2CC[C@]3(C)[C@@H]2[C@H](O)C[C@@H]2[C@@]4(C)CC[C@H](O)C(C)(C)[C@@H]4[C@@H](O)C[C@]23C)O1	12%	-1	nt	nt	-10	nt	nt
41	CCCCn1c(SCC(=O)c2ccc(OCC)cc2)nc2cc(S(N)(=O)=O)ccc21	-14%	10	-9%	-18%	-5	-40	17%
42	COc1ccc(Br)c(C(=O)Nc2ccc(F)cc2)c1	2%	9	2%	-24%	29	0	-3%
43	CCCn1c(=O)n(C)c(=O)c2c(SCC(=O)NC34CC5CC(CC(C5)C3)C4)nc(CC(C)C)nc21	3%	-2	-1%	-17%	-1	-36	-4%
44	CCc1sc(C(=O)Nc2nccs2)cc1C	-8%	57*	-1%	-36%	55*	116	32%[activator]
45	CN(CCO)CC(O)CN(c1ccccc1)c1ccccc1 (stereo not given)	-10%	9	3%	7%	-13	-30	-5%
46	CCN(CC(=O)NCc1ccc(Cl)cc1)C(=O)CSCC(=O)Nc1ccc(OC)cc1	nt	nt	-10%	19%	nt	-1	50%[activator]
47	COc1ccc(C(CCN2CCCC2)c2c(O)cc(OC)cc2OC)cc1 (stereo not given)	-16%&-4%	-5&-3	5%	-2%	16&-3	25	24%
48	CCOC(=O)CNC(=S)N(Cc1ccc(C)cc1)Cc1ccc(C)o1	1%	0	-13%	0%	20	-82*	-19%
49	COc1ccc(/C=N/NC(=O)c2nc(Cl)c(Cl)c(N)c2Cl)cc1COc1ccccc1F	4%	-4	2%	36%	-11	14	0%
50	CCCc1ccc(C(=O)NNc2cc(Cl)ccc2Cl)cc1	-2%	6	6%	-51%	49	?	-17%
51	CCOc1cc(CNc2cccc3[nH]c(C)nc23)ccc1OC	?	-3	?	42%	-13	-27	-7%
52	O=C(COC(=O)CNC(=O)c1ccco1)Nc1ncc(Cl)cc1Cl	nt	nt	0%	-19%	nt	-100*	7%
53	COc1ccc(N2C(=O)CC(N3CCN(c4ccc(S(=O)(=O)N5CCCC5)cc4)CC3)C2=O)cc1 (stereo not given)	2%	3	?	-12%	-9	-37	4%
54	CCc1ccc(NC(=O)CS(=O)CC(=O)NC(C)CCc2ccco2)cc1 (stereo not given)	-3%	-1	-1%	-44%	19	9	-15%
55	COc1ccc(C(=O)c2c3ccc([N+](=O)[O-])cc3[n+]([O-])n2CCCN)cc1	nt	nt	-9%	66%[activator]	nt	-66*	4%
56	CC(C)(c1ccccc1)c1ccc(OCCCN2CCNCC2)cc1	?	-3	-1%	120%[activator]	15	-88*	-14%

Rows are unselected; 16% or so of the library scored in one or more.
